# TAG inh: inhibitors of triacylglycerol accumulation | H9c2 cells, Nile Red lipid (TAG) fluorescence; cells loaded with 200 µM oleic acid | inhibition, % at 12.5 µM | 230,000 compounds, 0.66% hits;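 active = pattern-corrected inhibition of lipid staining of at least 50% with the nuclear-stain viability signal not falling by more than 50%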;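 also: 0% = DMSO wells and 100% = triacsin C control wells; some results filed as inactive read as strong as hits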
# TAG inh DAPI viability: recorded beside TAG inh, whose call it bears; DAPI nuclei signal change (viability), lower = more cytotoxic, %;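 whole-well DAPI fluorescence read on a plate reader as a viability signal; minus 50 percent equals half of cells still viable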
# * marks the source's active call; other numbers are inactive results; & = joins results of further samples.
[1] Cc1nc2c(=O)n(C)c(=O)nc-2n(C)n1
[2] COc1ccc(CN2CCN(c3ccccc3F)CC2)cc1O
[3] Cc1cc(C)n2nc(C)[n+](C)c2n1
[4] CN(C)CC1CSCCC1(O)c1ccccc1Cl (stereo not given)
[5] Clc1ccc(N2CCNCC2)nn1
[6] CN1CCN(/N=C/c2c(O)n(CCC3=CCCCC3)c(=S)[nH]c2=O)CC1
[7] O=C(Nc1ccc(F)cc1)c1c(O)c2c(n(Cc3ccccc3)c1=O)CCCC2
[8] O=C(O)C1C2c3ccccc3C(c3ccccc32)C1C(=O)Nc1ccccc1 (stereo not given)

Assay by compound	1	2	3	4	5	6	7	8
TAG inh	113	1	-4	16	2	-10	30	-1
TAG inh DAPI viability	-60	3	-1	-13	1	5	-3	4

[9] CCC(=NCCc1ccccc1)c1c(O)[nH]c(=O)[nH]c1=O
[10] CC(C)Oc1ccc(CC2(CCc3ccncc3)C(=O)NC(=O)NC2=O)cc1
[11] COc1cccc(C(=O)C2CN(C)CC2c2ccc(Cl)cc2)c1 (stereo not given)
[12] CN[C@H](C)[C@H](O)c1ccccc1
[13] CC(C)(O)/C=C/C(=O)[C@](C)(O)C1[C@H](O)C[C@@]2(C)C3CC=C4C(C[C@H](O)[C@@H](O)C4(C)C)[C@]3(C)C(=O)C[C@]12C (stereo not given in full)
[14] O=[N+]([O-])c1ccc(N2CCCC2)c2ccncc12
[15] COC(=O)C1=C(c2ccc(S(C)(=O)=O)cc2)C[C@@H]2CC[C@H]1N2C(=O)NC1CC1
[16] Cn1c(O)c(/C=C2\N=c3ccccc3=C2CCNC(=S)NC2CC2)c(=O)n(C)c1=O

Assay by compound	9	10	11	12	13	14	15	16
TAG inh	-14	-22	-3	3	39	-7	-9	5
TAG inh DAPI viability	1	10	24	-5	6	0	-3	-4

[17] O=C1NC(=O)C(CCc2ccncc2)(Cc2ccc(OCc3ccccc3)cc2)C(=O)N1
[18] COC(=O)c1ccccc1N=Cc1c(O)[nH]c(=S)[nH]c1=O
[19] O=C(C[n+]1ccn(CCCNP2(=O)C=C(c3ccccc3)OC(c3ccccc3)=C2)c1)c1ccccc1
[20] O=C(Cc1ccccc1)N1CCN(C2CCCCCC2)CC1
[21] CC1CN=C(Nc2ccc(F)c(Cl)c2)S1 (stereo not given)
[22] CN1CCC(O)(c2ccc(Cl)cc2)C(C(=O)c2ccc(Cl)cc2)C1 (stereo not given)
[23] COC(=O)C1=C(c2cccc(C#N)c2)C[C@@H]2CC[C@H]1N2C(=O)NCCCOC(C)C
[24] COCCOC(=O)C1=C(N)Oc2c(c(=O)oc3ccccc23)[C@@]12C(=O)Nc1ccccc12

Assay by compound	17	18	19	20	21	22	23	24
TAG inh	4	4	0	1	12	9	-16	-12
TAG inh DAPI viability	0	7	35	-4	-1	-10	7	16

[25] CC(C)NC(=O)c1ccc(N2CC3CC(C2)c2cccc(=O)n2C3)c([N+](=O)[O-])c1 (stereo not given)
[26] CC1CCCCN1Cc1ccc(Cl)nc1 (stereo not given)
[27] CC1CC2C(C(O)CC3(C)C(O)CCC23)C2(C)CCC(=O)C=C12 (stereo not given)
[28] CCCCCn1c(=O)c(C(=O)Nc2ccccc2Cl)c(O)c2ccccc21
[29] O=[N+]([O-])c1ccc(N2CCNCC2)cc1NCC1CCCO1 (stereo not given)
[30] COc1ccc(CC2c3cc(OC)c(OC)cc3CCN2C)cc1O (stereo not given)
[31] O=C(c1ccc(N2CC3CC(C2)c2cccc(=O)n2C3)c([N+](=O)[O-])c1)N1CCCC1 (stereo not given)
[32] CC(=O)OC1(c2ccc(C)cc2)CN2CCC1c1ccccc12 (stereo not given)

Assay by compound	25	26	27	28	29	30	31	32
TAG inh	1	3	-2	11	-2	-5	-1	-18
TAG inh DAPI viability	5	-3	0	-7	10	4	-2	3

[33] COc1ccc(N=C(C)c2c(O)n(C3CCCCC3)c(=O)[nH]c2=O)c(OC)c1
[34] O=c1[nH]c(=O)n(C2CCCCC2)c(O)c1/C=C/C=Nc1ccccc1
[35] COC(=O)C1=C(c2ccc(F)cc2F)C[C@@H]2CC[C@H]1N2C
[36] Cc1cc(N2C(=O)CC(N3CCC(n4c(=O)[nH]c5ccccc54)CC3)C2=O)no1 (stereo not given)
[37] O=c1ccc2cc(O[C@@H]3O[C@H](CO)[C@@H](O)[C@H](O)[C@H]3O)c(O)cc2o1
[38] CC(=O)OC1(c2ccccc2)CCN(C2CCCCC2)CC1C (stereo not given)
[39] C[C@]12CCC3C(CC[C@H]4C[C@@H](O)CC[C@]34C)[C@H]1C=CC2=O (stereo not given in full)
[40] COc1ccc(Cc2c(O)[nH]c(=S)[nH]c2=O)cc1

Assay by compound	33	34	35	36	37	38	39	40
TAG inh	7	5	-2	11	6	8	-18	11
TAG inh DAPI viability	-6	-11	6	-10	33	2	14	-8

[41] C=Cn1ccnc1P(O)(=S)c1nc(C)c(CCOC(C)=O)s1 (stereo not given)
[42] CCC(C)n1c(O)c(C=NCCc2ccccc2)c(=O)[nH]c1=S (stereo not given)
[43] CCN1CCC2(CC1)NC(CO)(CO)CO2
[44] CC12CCC3C(CCC4CC(=O)CCC43C)C1CC(=NO)C2=O (stereo not given)
[45] Cc1c(C(=O)N2CCC3(CC2)OCCO3)oc2ccc(S(=O)(=O)N3CCOCC3)cc12
[46] CCC1CN1P1(=O)OCC(C)([N+](=O)[O-])CO1 (stereo not given)
[47] CC(OC(=O)c1cn(C)c2ccccc12)C(=O)N1CCCC1 (stereo not given)
[48] COc1ccc(-c2nn(CCC#N)cc2C(=O)O)cc1

Assay by compound	41	42	43	44	45	46	47	48
TAG inh	9	-6	14	13	14	-5	3	-14
TAG inh DAPI viability	-9	12	4	-7	0	0	-9	2

[49] Cn1c(O)c(C(=Nc2ccc(F)cc2)c2ccccc2Cl)c(=O)n(C)c1=O
[50] CCOC(=O)CC(SP1(=S)OCC2(CCCCC2)CO1)C(=O)OCC (stereo not given)
[51] Cn1c(O)c(N=Nc2ccc(S(=O)(=O)N3CCOCC3)cc2)c(=O)n(C)c1=O
[52] CN(C)c1ccc(C=C2C(=O)NC(=O)NC2=O)cc1[N+](=O)[O-]
[53] COC(=O)C1=C(c2ccc(C(C)=O)cc2)C[C@@H]2CC[C@H]1N2C(=O)NC1CC1
[54] O=[N+]([O-])c1ccc(Cl)c([N+](=O)[O-])c1
[55] CCN1c2nc3c(C)cccn3c(=O)c2CC2(C(=O)N(C)C(=O)N(C)C2=O)C1C (stereo not given)
[56] NC(Cc1ccc(Cl)cc1)c1csc(Nc2ccccn2)n1 (stereo not given)

Assay by compound	49	50	51	52	53	54	55	56
TAG inh	-9	-5	-3	-3	14	33	2	14
TAG inh DAPI viability	-4	1	14	17	4	-17	11	16

[57] COC(=O)C1=C(c2ccc(Cl)c(C(F)(F)F)c2)C[C@@H]2CC[C@H]1N2C(=O)N1CCC(O)(c2ccc(Cl)cc2)CC1
[58] CCc1ccc(-n2c(O)c(C(C)=O)c(=O)[nH]c2=O)cc1 (tested in a mixture with another compound)
[59] C=CCN(c1ccc(C(=O)N(CC)CC)cc1)S(C)(=O)=O
[60] CC(C)CN(C(=O)CN1CC=C(c2ccccc2)CC1)c1c(N)n(CC(C)C)c(=O)[nH]c1=O
[61] Cn1cc(C=C(C#N)C#N)c2ccccc21
[62] OC(COCc1ccc(Cl)cc1)CN1CC=C(c2ccccc2)CC1 (stereo not given)
[63] CC(C)[C@H]1CC2C3CC=C4C[C@@H](O)CC[C@]4(C)C3CC[C@]2(C)[C@H]1O (stereo not given in full)
[64] CCCCC(CC)CNCC(O)c1ccccc1 (stereo not given)

Assay by compound	57	58	59	60	61	62	63	64
TAG inh	-75	7	-1	1	3	-11&4	4	25
TAG inh DAPI viability	-1	-3	15	2	3	11&7	-8	-9

[65] COc1cc(OC)c(C=O)c(OC(=O)N(C)C)c1
[66] O=P(O)(Oc1ccccc1)OC(c1ccccc1)C(F)(F)C(F)(F)F (stereo not given)
[67] CSc1ncc(/C=C2/C(=O)NC(=O)N(C)C2=O)cn1
[68] O=CC(Cl)P(=O)(N1CCCCC1)N1CCCCC1 (stereo not given)
[69] COc1ccccc1-n1c(-c2ccoc2)nc2ccccc2c1=O
[70] COC(=O)C1=C(c2ccc(C(C)=O)cc2)C[C@@H]2CC[C@H]1N2C(=O)NCCOc1ccccc1Cl
[71] CC(C)C(=O)Nc1ccc(N2CCN(C)CC2)c(F)c1
[72] NCCc1c[nH]c2ccc(C(N)=O)cc12

Assay by compound	65	66	67	68	69	70	71	72
TAG inh	12	-10	-1	-4	-2	8	8	-2
TAG inh DAPI viability	-10	9	-30	2	3	-6	-6	12

# A different layout for part of the listing above.
# Sequence of screens: TAG inh	TAG inh DAPI viability
67	CSc1ncc(/C=C2/C(=O)NC(=O)N(C)C2=O)cn1
    -1	-30
69	COc1ccccc1-n1c(-c2ccoc2)nc2ccccc2c1=O
    -2	3
71	CC(C)C(=O)Nc1ccc(N2CCN(C)CC2)c(F)c1
    8	-6
72	NCCc1c[nH]c2ccc(C(N)=O)cc12
    -2	12
70	COC(=O)C1=C(c2ccc(C(C)=O)cc2)C[C@@H]2CC[C@H]1N2C(=O)NCCOc1ccccc1Cl
    8	-6
68	O=CC(Cl)P(=O)(N1CCCCC1)N1CCCCC1 (stereo not given)
    -4	2

# More compounds
[73] O=c1[nH]c(=O)n(C2CCCCCC2)c(O)c1C=NCc1cccnc1
[74] COC(=O)c1ccc(NC(=O)NC(=O)Oc2ccccc2)cc1
[75] CN(C)c1ccc(C(=O)N/N=C/C23CC[C@@H](O)CC2(O)CC[C@@H]2[C@@H]3CCC3(C)C(C4=CC(=O)OC4)CCC23O)cc1 (stereo not given in full)
[76] Cc1ccccc1NC1(C#N)CCCCC1
[77] c1ccc(-c2nnc(C3CC(c4cccnc4)=NO3)o2)cc1 (stereo not given)
[78] COC(=O)C1=C(c2ccc(Cl)c(C(F)(F)F)c2)C[C@@H]2CC[C@H]1N2C(=O)NC1CC1
[79] Cc1ccc(-c2cc(-c3ccc(C)cc3)[n+](-c3ccc(C(=O)[O-])cc3)c(-c3ccc(C)cc3)c2)cc1
[80] Cn1c(O)c(/C=N/N2CCOCC2)c(=O)n(C)c1=S

Assay by compound	73	74	75	76	77	78	79	80
TAG inh	-5	-1	-1	-4	-5	-8	-15	0
TAG inh DAPI viability	11	1	7	14	-1	-1	8	-5

[81] CC(C)(C)C(=O)N1Cc2ccccc2-n2nncc2C1
[82] O=C(C1CCN(S(=O)(=O)c2ccccc2)CC1)N1CCC2(CC1)OCCO2
[83] COc1cccc(C2(O)CCN(Cc3ccncc3)CC2)c1
[84] COP(=S)(OC)SCn1nnc2ccccc2c1=O
[85] O=c1[nH]c(O)c(C=Nc2cc(F)cc(F)c2)c(=O)[nH]1
[86] O=C(c1ccccc1F)c1cn(CC(=O)N2CCCC2)c2ccccc12
[87] Cc1nn(Cc2c(Cl)cccc2Cl)c(Cl)c1C(=O)O
[88] CCCCC(=O)N/N=C/c1c(O)n(CCc2ccccc2)c(=O)[nH]c1=O

Assay by compound	81	82	83	84	85	86	87	88
TAG inh	117	8	-2	-15	4	13	3	-2
TAG inh DAPI viability	-112	6	-5	-3	6	-6	-10	2

# Some of the entries so far, as tab-separated lines:
No.	compound	TAG inh	TAG inh DAPI viability
85	O=c1[nH]c(O)c(C=Nc2cc(F)cc(F)c2)c(=O)[nH]1	4	6
86	O=C(c1ccccc1F)c1cn(CC(=O)N2CCCC2)c2ccccc12	13	-6
81	CC(C)(C)C(=O)N1Cc2ccccc2-n2nncc2C1	117	-112
88	CCCCC(=O)N/N=C/c1c(O)n(CCc2ccccc2)c(=O)[nH]c1=O	-2	2
82	O=C(C1CCN(S(=O)(=O)c2ccccc2)CC1)N1CCC2(CC1)OCCO2	8	6
83	COc1cccc(C2(O)CCN(Cc3ccncc3)CC2)c1	-2	-5

# Next part.
[89] COc1ccccc1N1CCN(Cc2ccc(SC)cc2)CC1
[90] CCc1ccccc1NC(=O)CNC1CCCCC1
[91] c1ccc(-c2ccc(CN3Cc4ccccc4-n4nncc4C3)cc2)cc1
[92] O=S(=O)(c1ccccc1)N1Cc2ccccc2-n2nncc2C1

Assay by compound	89	90	91	92
TAG inh	-23	-4	-21	-4
TAG inh DAPI viability	8	8	11	-6

# Assay outcomes deposited in PubChem BioAssay by Sanford-Burnham Center for Chemical Genomics.

# The list is partial; the hit share may differ from the screen's.
